Screens from PubChem BioAssay.
DT40 TDP1 CPT: growth inhibition of DT40 Tdp1-/-;hTDP1 cells with camptothecin (screen for TDP1 inhibitors); chicken DT40 Tdp1-/-;hTDP1 cells + 20 nM CPT, ATP luminescence, 48 h; Potency, µM (top dose mostly 46.2 µM), without a hit: top-dose activity change, negative = growth inhibition, most hits filed as inhibitors; 420,000 compounds, 12% hits; AID 686979; note: nearly all actives have a fitted effect of over 55% in size
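Cell growth measured by CellTiter-Glo luminescence after a minimum 48 h, 37 C compound exposure with 20 nM CPT in Tdp1-knockout DT40 cells stably expressing hTDP1, seeded 400/well; qHTS titration format.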
N370S GC: inhibitors or activators of N370S glucocerebrosidase for Gaucher disease; Potency, µM (top dose mostly 59.4 µM), for inactives: at the top dose activity change, negative = inhibition, actives largely listed as inhibitors; 330,000 compounds, 0.092% hits; N370S GC spleen homogenate, 4MU-glucoside fluorescence;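 note: 0% = full enzyme activity and -100% = no enzyme basal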
FEN1 inhibitor: human FEN1 inhibition; 390,000 compounds, 0.35% hits; AID 588795; Potency, µM (highest dose often 114 µM), without a hit: at the highest dose activity change, negative = inhibition, most hits filed as inhibitors; Recombinant FEN1 flap cleavage, fluorescence, 15 min; P39748; note: nearly all actives have a fitted effect of over 65% in size
Target sequence (P39748 whole entry, looked up): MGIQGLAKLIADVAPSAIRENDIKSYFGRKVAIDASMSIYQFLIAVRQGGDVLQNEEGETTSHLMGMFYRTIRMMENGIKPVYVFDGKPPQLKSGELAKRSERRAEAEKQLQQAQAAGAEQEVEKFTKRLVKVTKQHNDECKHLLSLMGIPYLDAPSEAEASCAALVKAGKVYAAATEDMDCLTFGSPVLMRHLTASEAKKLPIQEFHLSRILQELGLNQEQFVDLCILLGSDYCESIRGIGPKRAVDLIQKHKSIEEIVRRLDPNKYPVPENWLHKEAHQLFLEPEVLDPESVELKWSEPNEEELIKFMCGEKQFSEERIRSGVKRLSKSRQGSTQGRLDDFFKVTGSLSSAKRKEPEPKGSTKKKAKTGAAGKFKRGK
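Potency values derive from four-parameter Hill fits of normalized qHTS data. The reaction used 10 nM FEN1 preincubated 15 min at room temperature with compound, then 50 nM DNA substrate, read at 0 and 15 min.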
Starred values were filed as active, the others as inactive; ? = inconclusive; nt = not tested or not shown; & = joins results of further samples; [ ] = another dose, or the depositor's remark. Calls come from the whole dose curve; as a rule, active = well fitted curve in the direction sought with a large enough effect; inconclusive = small, poorly fitted or top-dose-only effect, or another doubt; inactive = no such curve, though single readings can be large; an effect the other way counts as inactive or inconclusive. Unless noted, % is set by controls: 0 for no effect and ±100 for the full control effect; potency is the fitted concentration of half-maximal effect. The list is partial; count on the stated rates, not on these rows.

SMILES	DT40 TDP1 CPT	N370S GC	FEN1 inhibitor
COc1cc(N/C(N)=N/c2nc(C)cc(C)n2)cc(OC)c1	16µM*	-9%	?
Cc1ccc2nc(CCc3ccc(N)cc3)[nH]c2c1	4%	?	3%
CC(=O)NC1(c2nnnn2CCOC(=O)Nc2ccc(Cl)cc2)CCCC1	19%	3%	10%
CN1CCN(c2ncc(CN3C(=O)c4ccccc4C3=O)s2)CC1	?	2%	-3%
Cc1cc(C)c2c(CN3CCN(Cc4ccccc4)CC3)cc(=O)oc2c1	?	-9%	0%
O=S(=O)(c1ccc(NC(=S)NC2CC2)cc1)N1CCOCC1	16%	-11%	11%
O=C(Cn1c(=O)n(Cc2ccco2)c(=O)c2cc(Cl)ccc21)NCC1CCCO1 (stereo unspecified)	16%	4%	10%
Cc1cc(C)cc(NC(=O)c2ccc(NC(=O)c3ccco3)cc2)c1	21µM*	-7%	1%
O=c1c2c3nc4ccccc4nc3n(/N=C/c3ccccn3)c2ncn1-c1ccccc1	2.6µM*	1%	-1%
O=C(Nc1ccc(-c2nc3ccccc3o2)c(O)c1)c1cc(-n2cnnc2)ccc1Cl	26µM*	?	?
CC(C)(C#N)C(C)(C)c1nn[nH]n1	-10%	-2%	3%
CCCC(c1nnnn1C(C)(C)C)N1CCN(c2ccccc2)CC1 (stereo unspecified)	6%	4%	-7%
CCOc1ccc(CCNC(=O)CS(=O)Cc2nc(-c3ccc(C)cc3)oc2C)cc1 (stereo unspecified)	?	5%	13%
CCOC(=O)C(C)n1nc(-c2ccccc2)c2ccccc2c1=O (stereo unspecified)	?	3%	10%
COc1ccc(OC)c(NC(=O)Nc2c(O)ccc3ccccc23)c1	15µM*	nt	-21%
CCS(=O)(=O)Nc1cccc(-c2nc3cccnc3s2)c1	-10%	-1%	-2%
CCn1c2ccc(F)cc2c2nnc(SCCN3CCCCC3)nc21	?	-4%	-23%&-24%
Cc1cc(C)nc(SCC(=O)N/N=C/c2cccnc2)n1	-4%	-6%	-7%
O=C(O)CCCn1cc(NC(=O)c2c(F)cccc2F)cn1	-3%	5%	-9%
CCCCC(=O)Nc1cc(C)c2c(=O)oc3ccccc3c2n1	?	-7%	-1%
CC(=O)Nc1ccc(C(=O)OCC(=O)Nc2ccccc2Sc2ccccc2)cc1	?	7%	-19%
CC1(C)CC(=O)C(C=NC(CCC(N)=O)C(=O)O)=C(O)C1 (stereo unspecified)	-17%	-3%	-1%
Cc1cccc(S(=O)(=O)c2cn(Cc3ccccc3)c3cc(N4CCCCC4C)c(F)cc3c2=O)c1 (stereo unspecified)	-58%	nt	-3%
CCOC(=O)c1c(S(=O)(=O)N2CCCC(C(=O)N(C)Cc3ccccc3)C2)c(C)n(C)c1C (stereo unspecified)	12µM*	nt	-2%
O=C(CN1C(=O)CC(c2ccccc2)=Nc2ccccc21)Nc1ccc(Br)cc1	?	nt	2%

Pulled one by one from above, 3 records:
SMILES	DT40 TDP1 CPT	N370S GC	FEN1 inhibitor
O=C(Nc1ccc(-c2nc3ccccc3o2)c(O)c1)c1cc(-n2cnnc2)ccc1Cl	26µM*	?	?
O=S(=O)(c1ccc(NC(=S)NC2CC2)cc1)N1CCOCC1	16%	-11%	11%
COc1cc(N/C(N)=N/c2nc(C)cc(C)n2)cc(OC)c1	16µM*	-9%	?

(further entries)
SMILES	DT40 TDP1 CPT	N370S GC	FEN1 inhibitor
COc1ccc([C@@H]2CC(=O)c3c(O)cc(O[C@@H]4OC(CO[C@@H]5OC(C)[C@H](O)[C@H](O)C5O)[C@@H](O)[C@@H](O)C4O)cc3O2)cc1O (stereo partly specified)	10%	1%	2%
O=C(CN1C(=O)NC2(CCCC2)C1=O)Nc1ccccc1	32%[activator]	-12%	-1%
CCC1CCCCN1CCCNC(=O)CS(=O)Cc1nc(-c2ccc(OC)c(OC)c2)oc1C (stereo unspecified)	7%	1%	17%
O=C(Cc1ccccc1)NCC(=O)OCC(=O)c1ccc(Cl)c([N+](=O)[O-])c1	?	2%	4%
O=C(CSc1ccc2ccccc2c1)Nc1nc2ccccc2[nH]1	-30%	3%	-5%
Cc1ccc(/C([O-])=C(/C(=S)NCCN2CCOCC2)[n+]2ccccc2)cc1[N+](=O)[O-]	-5%	-6%	3%
Cc1ccc(C)c(NC(=O)CSc2n[nH]c(-c3ccncc3)n2)c1	-7%	15%	2%
CCOC(=O)C1C(=O)NC(SCC(N)=O)=C(C#N)C1c1ccccc1OCC (stereo unspecified)	-5%	-7%	-9%
Cc1ccc(CN(CC(=O)N/N=C/c2ccccc2[N+](=O)[O-])S(=O)(=O)c2ccc(C)cc2)cc1	?	?	-17%
CN1/C(=C\C=C2\N=C(c3ccc(F)cc3)OC2=O)C(C)(C)c2ccccc21	?	-2%	-11%
Cc1cccc(C)c1NC(=O)CNC(=O)C12CC3CC(CC(O)(C3)C1)C2	10%	1%	-3%
COc1ccc(C(=O)NC(=S)NCCc2ccccc2)cc1	?	4%	2%
Cn1c(=O)c2c(nc(NCc3ccc4c(c3)OCO4)n2Cc2ccccc2Cl)n(C)c1=O	?	5%	-13%
O=C1C2CC3N1CCC31c3ccccc3-n3c1c2ccc3=O (stereo unspecified)	?	nt	0%
C=CCNc1nc(-c2sc(NC(C)=O)nc2C)cs1	10µM*	14%	-1%
CCCC[n+]1c(C)ccc2ccccc21	?	nt	7%
CCN(C(=O)CN1CCOCC1)c1c(N)n(Cc2ccccc2)c(=O)[nH]c1=O	-18%	-6%	-3%
COc1ccc(CCNC(=O)CCn2c(=O)c3cccn3c3cccnc32)cc1OC	-5%&-17%	3%	-8%&3%
CCOCCCNC(=O)c1c(NC(=O)c2cc(=O)c3ccccc3o2)sc2c1CCC2	-13%	nt	-12%
COCCn1c(SCc2nc3ccccc3c(=O)[nH]2)nnc1-c1ccncc1	-29%	-10%	-6%
O=C(c1ccccc1Cl)n1nc(-c2cccnc2)nc1NCc1ccc(F)cc1	-19%	nt	-3%
C/C=C/C=C\C(=O)Nc1cccc(C2=NOC3(C2)C[C@@H](C(N)=O)N(C(=O)c2cc([N+](=O)[O-])cc([N+](=O)[O-])c2)C3)c1 (stereo partly specified)	?	-7%	-8%
Cc1cccc(OCCn2c(NC(=O)c3ccco3)nc3ccccc32)c1	26µM*	?	-12%
COCCNC(=O)COC(=O)c1cccnc1SC	18µM*	3%	19%
O=C(C1CC1)N1CCc2cc(Br)cc(S(=O)(=O)NCCCN3CCCC3)c21	18%	0%	-7%

Given as a markdown table: part of the list above.
| mol | DT40 TDP1 CPT | N370S GC | FEN1 inhibitor |
| --- | --- | --- | --- |
| CCN(C(=O)CN1CCOCC1)c1c(N)n(Cc2ccccc2)c(=O)[nH]c1=O | -18% | -6% | -3% |
| COc1ccc(CCNC(=O)CCn2c(=O)c3cccn3c3cccnc32)cc1OC | -5%&-17% | 3% | -8%&3% |

Going on with the list:
SMILES	DT40 TDP1 CPT	N370S GC	FEN1 inhibitor
COc1ccc(NC(=O)CSc2nc3ccccc3n2CC(=O)N2CCCC(C)C2)cc1 (stereo unspecified)	?	nt	2%
CCN1CCN(CCC(=O)Nc2ccccc2OC)CC1	-10%	0%	2%
CCN(CC)c1ccc(CNc2ccc3c(c2)ncn3C(C)(C)C)cc1	16µM*	-4%	-1%
O=C(COS(=O)c1ccccc1)Nc1cc(Cl)ccc1N1CCOCC1 (stereo unspecified)	6%	15%	-8%
Cc1nn(-c2ccccc2)c2[nH]c(=O)c(CNc3ccc(N4CCOCC4)cc3)cc12	18µM*	-8%	-13%
C=CCN(CC=C)C(=S)NC(=O)/C=C/c1ccc(OC)cc1	-7%	13%	-17%
Cc1ccc(NC(=O)c2cccs2)cc1S(=O)(=O)N(C)C	-23%	4%	-5%
CN(Cc1c(C(=O)N/N=C/c2cccc(Cl)c2)nnn1-c1nonc1N)c1ccccc1	5%	?	-15%
O=[N+]([O-])c1ccc(COc2ccc(-c3[nH]ncc3-c3ccccc3)c(O)c2)cc1	?	-6%	-18%
CCOc1ccc(N2C(=O)CC(Sc3nccc(C)n3)C2=O)cc1 (stereo unspecified)	?	4%	-7%
CC12CNCC(C)(CN(C(c3ccccc3)c3ccccc3)C1)C2	16µM*	8%	-3%
COc1ccc(N2CCN(S(=O)(=O)c3c(C)nc4scc(C)n4c3=O)CC2)cc1	-24%&-27%	-2%	13%&-15%
CCOC(=O)C1CCN(C(=O)COC(=O)c2ccccc2C(=O)c2ccc(Cl)cc2)CC1	-6%	-6%	-15%
CN(C)S(=O)(=O)N1CCC(Oc2cccc(C(=O)NC3CCOC3)c2)CC1 (stereo unspecified)	-20%	-5%	15%
Cc1ccc(C(=O)Nc2ccc(N3CCCC3)cc2)cc1	7%	-9%	10%
COc1ccccc1NC(=O)C1=C(C)NC(=O)NC1c1ccccc1F (stereo unspecified)	-1%	6%	4%
CSc1nc2sc3c(c2c(=O)[nH]1)CCCC3	7%	-16%	-3%
CC(=O)NS(=O)(=O)c1ccc(N/C(N)=N/c2nc(C)cc(C)n2)cc1	6%	-1%	0%
NC(=O)C1CCN(C(=O)CSc2ccccn2)CC1	-10%	5%	8%
COc1ccc(OC)c(S(=O)(=O)N(C)CC(=O)O)c1	-5%	-2%	0%
Cc1ccc(NC(=O)c2c(F)cccc2Cl)cc1NS(C)(=O)=O	5%	-3%	8%
CC(=O)Nc1ccc(C(=O)NNC(=O)c2cccc(C)c2)cc1	24%	-14%	6%
Cn1c(=O)c2[nH]c(N3CCCCC3)nc2n(C)c1=O	21µM*	6%	-36%
Cc1ccccc1Cn1ccc(NC(=O)CCSc2nc(-c3ccco3)cc(C(F)(F)F)n2)n1	-2%	9%	-14%
CC(NC(=O)c1ccc(N(C)C)cc1)C1CC2CCC1C2 (stereo unspecified)	-10%	6%	-3%

Rewritten with each value named: entries from further up.
SMILES: CCN(CC)c1ccc(CNc2ccc3c(c2)ncn3C(C)(C)C)cc1
  DT40 TDP1 CPT: 16µM* | N370S GC: -4% | FEN1 inhibitor: -1%
SMILES: O=C(COS(=O)c1ccccc1)Nc1cc(Cl)ccc1N1CCOCC1 (stereo unspecified)
  DT40 TDP1 CPT: 6% | N370S GC: 15% | FEN1 inhibitor: -8%
SMILES: Cc1nn(-c2ccccc2)c2[nH]c(=O)c(CNc3ccc(N4CCOCC4)cc3)cc12
  DT40 TDP1 CPT: 18µM* | N370S GC: -8% | FEN1 inhibitor: -13%
SMILES: C=CCN(CC=C)C(=S)NC(=O)/C=C/c1ccc(OC)cc1
  DT40 TDP1 CPT: -7% | N370S GC: 13% | FEN1 inhibitor: -17%

Later entries:
SMILES	DT40 TDP1 CPT	N370S GC	FEN1 inhibitor
CC1CC(Nc2ccccc2)c2ccccc2N1C(=O)c1ccncc1 (stereo unspecified)	9.2µM*	-6%	2%
COc1ccc(Cl)cc1NC(=O)CC1CCCC1	0%	-8%	-14%
COCCN1Cc2c(sc(C)c2C)N(C(=O)c2ccccc2)C1	-20%	4%	7%
COc1cc(C2C(C(=O)c3cc4ccccc4o3)=C(O)C(=O)N2c2cc(C)on2)cc(OC)c1OC (stereo unspecified)	-12%	-4%	-7%
CCOc1ccccc1NC(=O)c1cccc2c1C(=O)N(CCOC)C2	?	7%	-2%
Cc1cc(=O)[nH]c(=S)n1-c1ccccc1	-1%	6%	-2%
O=C1Nc2c(c(=O)[nH]c(=O)n2-c2ccc(Cl)cc2)C1(NS(=O)(=O)c1ccccc1)C(F)(F)F (stereo unspecified)	3%	nt	2%
COC(=O)C(NC(=O)c1ccccc1)(Nc1nc(C)cs1)C(F)(F)F (stereo unspecified)	0%	-5%	0%
Cc1ccc(CNC(=O)CN2Cc3ccccc3C2=O)cc1	2%	nt	1%
COc1ccc(-c2nnc(SCc3nnc(-c4cccs4)o3)n2CC2CCCO2)cc1 (stereo unspecified)	?	-6%	-4%
Cc1cccc(OCC(=O)Nc2ccc(S(=O)(=O)N3CCN(C)CC3)cc2)c1	-13%	-7%	-11%
Cc1ccc(S(=O)(=O)CCc2ccncc2)cc1	?	-9%	-4%
COC(=O)N/N=C\c1ccc(OC(=O)c2ccco2)cc1	-13%	1%	-4%
COc1ccc(OCC(=O)N/N=C2\CCc3ccccc32)cc1	-7%	8%	-3%
O=C(COc1ccc(Cl)cc1[N+](=O)[O-])N1CCCCC1	-13%	1%	-4%
Cc1ccc(-n2ncc3c(=O)n(CC(=O)N4CCCCCC4)cnc32)cc1	5%	1%	7%
N=c1c(C(=O)NCc2ccccc2)cc2c(=O)n3ccccc3nc2n1Cc1ccco1	?	-4%	-4%
CCOC(=O)c1c(C)sc(-c2c(-c3cccc(Cl)c3)[nH]c3c2c(=O)n(C)c(=O)n3C)c1O	?	nt	-16%
NNC(=O)CC(=O)NC1(Cc2ccc(O)cc2)CCCCC1	11%	-4%	-4%
O=C(Cn1ncc2c3ccccc3n(Cc3ccccc3)c2c1=O)Nc1ccccc1C(F)(F)F	?	nt	1%
Cc1ccc2c(C)c(C(=O)N(C)Cc3ccncn3)oc2c1C	-21%	-2%	3%
O=C(O)c1cc(-c2cc(C(=O)O)c3ccccc3n2)ccc1O	-2%	nt	4%
